Htt clearance – compounds clearing mutant huntingtin protein; HeLa Exon1htt(103Q)mCFP, aggregate imaging; zero = plate's median compound well; inhibition, % at 1.5 µM; actives 0.42% (n = 47,000); AID 853;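 active = inhibition of aggregate fluorescence above about 70%, also judged a hit by eye on the cell image, limit read from the data, passing the limit was not always enough; inconclusive = no rule stated for this call; inactive = not judged a hit on image review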;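 also: cells exposed to compound for three days before fixation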
Htt clearance grain fraction – also measured in Htt clearance; calls as there; fraction fluorescence in grains; measured here: aggregate grain fluorescence fraction; active compounds read low;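 scaled fraction of total cell fluorescence in grains with unit not stated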
* = called active by the depositor; u = inconclusive; x = no result given. The list is partial, so the mix of outcomes need not match the whole.

SMILES	Htt clearance	Htt clearance grain fraction
O=C(CNC(=O)/C(=C\c1ccc(F)cc1)NC(=O)c1ccccc1)OCc1ccccc1	-6	32
O=C(C1CCCO1)N1CCN(C(c2ccccc2)c2ccccc2)CC1 (stereo not given)	-120	47
CC1(C)Oc2ccc(NC(=O)C3COc4ccccc4O3)cc2O1 (stereo not given)	-117	87
O=C1c2ccc(Oc3ccc4c(c3)C(=O)N(CCCO)C4=O)cc2C(=O)N1CCCO	14	18
CCC(C)(C)NC(=O)C(c1ccccc1F)N(C(=O)c1ccn[nH]1)c1ccccc1 (stereo not given)	-11	22
COc1ccc(Cl)cc1N1C(=O)C2CCCN2C1c1ccc(F)c(F)c1 (stereo not given)	-76	79
COc1cc(C)c(-c2cc(C(=O)O)c(C)o2)cc1C(C)C	40	12
CCCCCCNC(=O)c1cc(-c2ccco2)nc2ccccc12	67	6.8
CCS(=O)(=O)N1CCN(C2CCC(c3ccccc3)CC2)CC1 (stereo not given)	-27	44
Brc1nnc2n1-c1ccccc1Sc1ccccc1-2	17	15
Cc1ccccc1OCC(=O)N(Cc1nc(-c2ccccc2)no1)C(C)C	16	18
CN1C(=O)OC2(C)CCc3ccccc3C12C (stereo not given)	33	23
CC1CCN(C(=O)CSc2nc3c(cnn3-c3ccccc3)c(=O)[nH]2)CC1	40	27
OCCc1ccc(-c2ccc(Cl)cc2)o1	-24	24
O=C(CCC(=O)c1ccccc1)Nc1cccnc1	-10	26
CCOP(=O)(OCC)C(C#N)=C1SCN(c2ccccc2)CS1	-25	50
CC(C)C(c1nnnn1Cc1ccc2c(c1)OCO2)N1CCN(C)CC1 (stereo not given)	26	15
O=C(O)CCCC(=O)NCCCc1ccccc1	-55	32
CCCNC(=S)Nc1ccc(Br)cc1	-29	40
COc1ccc(C2C(C(=O)N3CCN(c4ccc(OC)cc4)CC3)c3ccccc3C(=O)N2C)cc1 (stereo not given)	-21	23

Full records, quoted from the list:
O=C(C1CCCO1)N1CCN(C(c2ccccc2)c2ccccc2)CC1 (stereo not given) reads Htt clearance: -120; Htt clearance grain fraction: 47
CCCNC(=S)Nc1ccc(Br)cc1 reads Htt clearance: -29; Htt clearance grain fraction: 40

Other records follow.
SMILES	Htt clearance	Htt clearance grain fraction
Cc1cc(C)c(C#N)c(SCC(=O)c2cccs2)n1	-40	24
Cc1cc2oc(C(=O)Nc3c(C)n(C)n(-c4ccccc4)c3=O)c(C)c2cc1C	-11	21
CCOC(=O)c1cnn(-c2cc(C)nc3c(-c4ccccc4)cnn23)c1N	-17	42
O=C(c1ccc(F)cc1F)N(Cc1ccccn1)Cc1ccco1	8	31
CC#CCCCC(=O)Nc1cc(OC)nc(OC)n1	-12	45
CCOc1cc(-c2c(C)c(C)nc(N)c2C#N)ccc1O	9	17
COc1ccc(N2CCN(C(=O)c3ccc(C)cc3Cl)CC2)cc1	15	15
CCNC(=O)/C(=C/c1ccc2c(c1)OCO2)NC(=O)c1ccc(Br)cc1	-25	38
CCOc1nc(NC(=O)NS(=O)(=O)Oc2ccccc2Cl)nc(-c2ccccc2)n1	-16	23
CCOC(=O)c1c(C)[nH]c(C(=O)COC(=O)C23CC4CC(CC(Cl)(C4)C2)C3)c1C	17	17
CCOc1ccc(CCNS(=O)(=O)c2cccc3nsnc23)cc1OCC	23	13
CCOCC(=O)Nc1ccc(S(=O)(=O)N2CCOCC2)cc1	18	16
CCOC(=O)Cn1c(CCC(=O)O)ccc1-c1ccc(F)cc1	-13	38
NC(=O)SCC(=O)Nc1ccc(Cl)c(Cl)c1	35	20
Cc1c(NC(=O)C(C)N2CC(C)OC(C)C2)c(=O)n(-c2ccccc2)n1C (stereo not given)	10	32
Cc1ccc(N2CC(C(=O)Nc3ccccc3C(=O)NC3CCCCC3)CC2=O)cc1 (stereo not given)	-161	54
CCCCCn1c(SCC2CCCO2)nc2cc(C(=O)N3CCC(C(N)=O)CC3)ccc2c1=O (stereo not given)	-11	40
CCOC(=O)CSc1nnc(CNC(=O)c2cccs2)n1-c1cc(OC)ccc1OC	-32	27
O=C(O)c1ccc(CSCc2ccco2)cc1	-39	27
O=C(Nc1ccc2snnc2c1)N1CCOCC1	-85	33
CCC(C)c1ccccc1NC(=S)Nc1cccnc1 (stereo not given)	24	32
O=C(CCN1C(=O)c2ccccc2C1=O)N1CCOCC1	18	15
Cc1cc(C(=O)CSc2nnc(-c3ccco3)o2)c(C)n1Cc1ccco1	14	34
CCc1nc(C)ccc1OCC(=O)NCCCN(C)C	12	32
Cc1cnn(C(=S)NCc2ccco2)c1	-111	39
CCOC(=O)CSc1nnc(Cc2cc(=O)[nH]c(=O)[nH]2)n1-c1ccc(Cl)cc1	-16	56
COc1ccc(/C=c2\sc3nc(-c4ccccc4)c(-c4ccccc4)n3c2=O)cc1OC	-12	44
Cn1c(=O)c2c(nc(CN3CCN(c4ccccc4)CC3)n2Cc2ccccc2Cl)n(C)c1=O	-16	39
Cc1ccc(-n2nc3c(c2NC(=O)c2ccc4c(c2)OCO4)CSC3)cc1	30	13
C=CCNC(=S)NNC(=O)COc1cccc(Cl)c1	26	23
CCOC(=O)c1cnn2c(C)cc(-c3ccccc3)nc12	-1	36
CC(=O)c1sc(NC(=O)c2ccc(C)cc2)nc1C	-70	74
CCOC(=O)N1CCC(NC(=O)c2cc(S(=O)(=O)N3CCc4ccccc43)cn2C)CC1	-5	41
COc1ccc(NC(=O)CSc2nc(N3CCCCC3)nc(N3CCCCC3)n2)cc1	8	35
Cn1ccc(C(=O)OCC(=O)c2ccccc2)n1	16	29
Cc1ccc(C(=O)c2oc3ccccc3c2N)cc1	31	14
CCc1nnc(NC(=O)CCC(=O)N2CCN(C3CCCCC3)CC2)s1	-30	44
CCCc1cc(C(N)=O)c(NC(=O)c2ccoc2C)s1	51	23
O=C(Nc1ccc(N2CCCCC2)c(Cl)c1)c1ccc2c(c1)OCCO2	17	19
CS(=O)(=O)NCc1ccc(C(=O)NCCOc2ccccc2)cc1	-80	30

Some of these compounds in order of their number in Htt clearance grain fraction, falling.
SMILES	Htt clearance	Htt clearance grain fraction
COc1ccc(/C=c2\sc3nc(-c4ccccc4)c(-c4ccccc4)n3c2=O)cc1OC	-12	44
Cn1c(=O)c2c(nc(CN3CCN(c4ccccc4)CC3)n2Cc2ccccc2Cl)n(C)c1=O	-16	39
CCOC(=O)c1cnn2c(C)cc(-c3ccccc3)nc12	-1	36
CS(=O)(=O)NCc1ccc(C(=O)NCCOc2ccccc2)cc1	-80	30
O=C(CCN1C(=O)c2ccccc2C1=O)N1CCOCC1	18	15

Continued.
SMILES	Htt clearance	Htt clearance grain fraction
CCCCCn1c(N2CCN(c3cccc(Cl)c3)CC2)nc2c1c(=O)[nH]c(=O)n2C	54	17
CCOC(=O)CSc1nc2sc3c(c2c(=O)[nH]1)CCCC3	39	23
COc1ccc2nc(NCCCNC(=O)c3cc(OC)c(OC)c(OC)c3)c(C#N)cc2c1	-12	37
O=C(NCCc1c[nH]c2ccccc12)c1cc(S(=O)(=O)N2CCCCC2)ccc1N1CCOCC1	54	18
Cc1cc(NC(=O)CSc2nnc(-c3ccco3)n2Cc2ccccc2)no1	-42	26
COC(=O)CSc1nnc(SCc2ccc(Cl)cc2)s1	6	20
C/C(=C\c1ccccc1)CN(C)CCN(C)C	-30	46
Cn1nccc1C(=O)Nn1cnnc1	15	36
COc1ccc(C(=O)Nn2cnnc2)c(OC)c1	-11	24
Cc1nc(NCc2ccc3c(c2)OCO3)c2oc3ccccc3c2n1	-11	20
CC(=O)Nc1ccc(N/C=C/C(=O)C(C)(C)C)cc1	-54	25
CCNC(=O)CCc1nc(-c2ccc(C(C)(C)C)cc2)no1	-46	61
CCOC(=O)c1sc(NC(=O)c2ccc(C)o2)nc1C	24	34
CSc1nc(SCC(=O)NCc2ccco2)c2c3c(sc2n1)CN(C)CC3	-18	41
Cc1ccc(S(=O)(=O)NCCCCCC(=O)N(C)C)cc1	26	31
CC(=O)NC1C(c2nc3ccccc3s2)=C(c2ccccc2)C(=O)N1c1ccc(C)cc1 (stereo not given)	25	15
CCC(=NCCN1CCNCC1)C1=C(O)CC(C)(C)CC1=O	17	27
O=S(=O)(Cc1ccccc1)N1CCN(Cc2ccccc2)CC1	17	16
CCOC(=O)N1CCC(NC(=O)c2cnn3c2NC(c2ccco2)CC3C(F)(F)F)CC1 (stereo not given)	13	18
CC(=O)c1cc(C)ccc1OC(=O)CCN1C(=O)C2C3c4ccccc4C(c4ccccc43)C2C1=O (stereo not given)	22	30
COC(=O)/C=c1\sc2n(c1=O)C(C)=CC(C)(C)N=2	25	28
O=C(NCCc1ccccc1)C1c2ccccc2C(=O)N1C1CC1 (stereo not given)	34	22
COC(=O)C(C#N)C(c1cccnc1)c1c(C)[nH][nH]c1=O (stereo not given)	-12	20
O=C1C(=O)N(Cc2cccnc2)C(c2ccccn2)/C1=C(/O)c1ccccc1 (stereo not given)	-71	60
O=C(NC1(C(F)(F)F)NC(=O)N(Cc2cccnc2)C1=O)c1ccc(F)cc1 (stereo not given)	-13	42
COc1ccc(N(CC(=O)N2CCC(C)CC2)S(=O)(=O)c2c(C)nn(C)c2C)cc1	-20	62
CCOC(=O)Cc1nnc(NC(=O)c2cccc(OCC)c2)s1	22	29
CNC(=O)CSc1nc2c(c(=O)n(C)c(=O)n2C)n1Cc1ccc(C)cc1	-24	25
CCOc1ccc(N(CC(=O)NC2CCCCCC2)S(=O)(=O)c2c(C)[nH]c(=O)[nH]c2=O)cc1	-15	41
COc1ccc(NC(=O)CN2C(=O)C(C)Oc3ccccc32)cc1 (stereo not given)	-21	22
N#CCCN(CCC#N)c1nncs1	16	29
C/C(=C\C(=O)Nc1cc(C)on1)c1ccccc1	-1	20
CN1CCN(c2ccccc2NC(=O)COc2ccc(Br)cc2)CC1	40	14
CCOC(=O)c1cc2occc2n1CC(=O)NCCOC	30	13
CCCCN1Cc2cc(C(=O)c3cc(OC)ccc3O)cnc2NC1=O	11	38
Clc1ccc(Cn2ncc3c(N4CCOCC4)ncnc32)cc1	-24	58
Cc1ccc(CCN2CC(C(=O)O)CC2=O)cc1 (stereo not given)	30	15
CCOC(=O)CNC(=O)CSc1nc2cccnc2n1C1CCCCC1	-26	28
COc1cc(C(=O)N2CCC(NC(=O)C(Cc3ccccc3C)NC(C)=O)CC2)cc(OC)c1OC (stereo not given)	14	30
Cc1cc(C)n(-c2nc3ccccc3c(=O)n2OCC(=O)OCc2ccccc2)n1	40	13
Cc1nn(C)cc1C(N)=O	-34	28
CCOC(=O)N1CCN(C(=O)CN(c2cc(C(F)(F)F)ccc2Cl)S(C)(=O)=O)CC1	-4	21
CSc1nc2c(c(=O)n1C)SC(C)C2 (stereo not given)	24	25
CC(C)(C)NC(=O)COc1ccc(CNn2nnnc2N)cc1	-47	56
COc1ccc(O)c(-c2cc(-c3cccc(Br)c3)n[nH]2)c1	22	27
CCC(=O)c1ccccc1OCCN1C(=O)NC(C)(C)C1=O	21	15
CCOc1cccc(C(=O)Nc2ccccc2OC(F)F)c1	-48	29
CC(NC(=O)CC12CC3CC(CC(C3)C1)C2)C(=O)O (stereo not given)	-26	26
O=C1CCC(C(=O)Nc2ccccc2)N1 (stereo not given)	-37	24
O=C(c1cccc(C(=O)N2CCN(c3ccccc3F)CC2)n1)N1CCN(c2ccccc2F)CC1	-8	20
Cc1onc(-c2ccccc2)c1C(=O)Nc1nc2c(s1)CCCC2	22	14
O=C(CSc1nc2ccccc2o1)N1CCN(C(=O)c2ccco2)CC1	37	13
CCOc1ccccc1-c1nc(-c2cccc(Br)c2)no1	-26	20
O=C(NCc1ccc(F)cc1Cl)C1CCN(S(=O)(=O)N2CCC3(CC2)OCCO3)CC1	-2	21
O=C(N/N=C/c1cccc(Oc2ccccc2)c1)c1cccc(Br)c1	56	14
Cc1nn(-c2ccc(F)cc2)c2nc(N)c(C#N)c(-c3cccs3)c12	-7	21
Cc1cc(C)c(C(=O)CSc2n[nH]c(=O)n2C2CC2)cc1C	-28	44
COc1ccc(Cc2nc(C(=O)NCc3ccccc3OC)cs2)cc1	4	21
CCOC(=O)CNC(=O)CSc1nnc(-c2ccco2)n1Cc1ccco1	-28	55
CCc1nc(SCC(=O)N2c3ccccc3Sc3ccccc32)c2ccccc2n1	22	32

Five entries picked at random from those above, as already listed:
SMILES	Htt clearance	Htt clearance grain fraction
Cc1onc(-c2ccccc2)c1C(=O)Nc1nc2c(s1)CCCC2	22	14
COc1ccc(Cc2nc(C(=O)NCc3ccccc3OC)cs2)cc1	4	21
CCOc1ccccc1-c1nc(-c2cccc(Br)c2)no1	-26	20
O=C(CSc1nc2ccccc2o1)N1CCN(C(=O)c2ccco2)CC1	37	13
CCOC(=O)CNC(=O)CSc1nnc(-c2ccco2)n1Cc1ccco1	-28	55

Next records follow:
SMILES	Htt clearance	Htt clearance grain fraction
CCOc1ccccc1NC(=O)Cn1c(=O)n(CCC(=O)NC2CCCC2)c(=O)c2ccccc21	-49	35
O=C(c1ccco1)N(CCCN1CCOCC1)c1nc(-c2ccc(Cl)cc2)cs1	-46	51
Cc1nonc1NC(=O)CSc1nnc(-c2ccoc2C)n1-c1cccc(Cl)c1	12	16
CCOC(=O)C1CCN(C(=O)/C=C/c2ccccc2OC)CC1	51	9.5
CCN1CCCC1CN=Cc1c(O)n(-c2ccccc2)c(=O)c2ccccc12 (stereo not given)	u	x
O=C(CCCNS(=O)(=O)c1cccc2nsnc12)N1CCCCC1	u	x
Cc1ccc(NC(=O)c2ccccc2F)nc1	-19	23
COc1cc(N)ccc1Cc1ccc(N)cc1OC	11	36
CCS(=O)(=O)NCc1ccc2[nH]c3c(c2c1)CCCC3	-30	23
CCS(=O)(=O)N1CCC(NC(=O)C2CCCCC2)CC1	-36	25

Bioassay records: PubChem, Columbia University Molecular Screening Center
